ALOX12 inh – inhibitors of human 12S-lipoxygenase ALOX12; purified 12hLO, xylenol orange hydroperoxide absorbance; Potency, µM (doses to about 108 µM), for the others: at the top dose activity change, negative = inhibition, actives largely listed as inhibitors; actives 1.1% (n = 580,000); AID 1671190; further: potency means the concentration at half of the fitted maximal effect; on the % scale 0 is the no-effect control and ±100 the full control effect
Target sequence (P18054 whole entry, looked up): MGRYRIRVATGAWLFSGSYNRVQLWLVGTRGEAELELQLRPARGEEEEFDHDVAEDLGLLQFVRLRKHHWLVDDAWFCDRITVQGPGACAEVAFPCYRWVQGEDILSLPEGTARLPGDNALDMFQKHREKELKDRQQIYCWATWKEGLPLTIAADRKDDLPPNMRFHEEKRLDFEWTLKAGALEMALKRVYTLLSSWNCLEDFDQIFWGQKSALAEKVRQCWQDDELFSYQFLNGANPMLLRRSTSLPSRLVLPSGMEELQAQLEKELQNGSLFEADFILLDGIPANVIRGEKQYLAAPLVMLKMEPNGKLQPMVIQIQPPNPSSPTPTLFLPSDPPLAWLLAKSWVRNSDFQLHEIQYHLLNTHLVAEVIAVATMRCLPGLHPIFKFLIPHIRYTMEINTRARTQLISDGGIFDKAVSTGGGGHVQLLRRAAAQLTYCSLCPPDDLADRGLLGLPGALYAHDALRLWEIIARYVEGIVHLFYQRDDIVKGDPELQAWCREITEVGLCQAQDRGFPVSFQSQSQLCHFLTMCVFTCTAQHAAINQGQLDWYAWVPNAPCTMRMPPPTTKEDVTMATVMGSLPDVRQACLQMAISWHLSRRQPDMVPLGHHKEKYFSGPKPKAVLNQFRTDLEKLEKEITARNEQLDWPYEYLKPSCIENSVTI
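Purified human 12hLO (150 nM final) in 25 mM Hepes, 0.01% Triton X-100, pH 7.0 was preincubated 15 min at room temperature with compound. Then 40 uM arachidonic acid was added, 30 min. Hydroperoxide was read by Fe-XO absorbance ratio 573/405 nm.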
ERG Ets-DNA blk – ERG Ets/DNA interaction inhibition. P11308. fluorescence polarization, His-ERG Ets domain / labelled DNA. Potency, µM (highest dose often 76.9 µM), for inactives: at the highest dose FP activity, negative = inhibition, actives largely listed as inhibitors. actives 0.028% (n = 370,000). AID 624246; active means well fitted inhibition curve with a large enough effect in the polarisation, with a control signal flat; inconclusive means small, poorly fitted or top-dose-only effect, or effect the other way, or a change in a side signal; inactive means no such curve, though single readings can be large or run the other way; the % refers to the polarisation;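 further: polarization taken with two DNA probes labelled with fluorescein and Texas red; potency means the concentration at half of the fitted maximal effect; % of control where 0% means no effect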
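His-tagged ERG Ets domain (1 uM in the protein solution; 300mM KCl, 50mM Tris-HCl, 1mM EDTA, 1mM DTT, pH 7.5) received compound, then a probe mix of 5 nM fluorescein-DNA and 100nM Texas-615-DNA. Fluorescence polarization was read for both dyes.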
Pol eta inh – blocks human DNA polymerase eta activity; recombinant Pol eta, fluorescent DNA replication assay; AID 588591; actives 1.2% (n = 390,000); Q9Y253; Potency, µM (titrated, usually from 114 µM), for the others: at the top dose activity change, negative = inhibition, hits mostly inhibitors; further: potency means the concentration at half of the fitted maximal effect; on the % scale 0 is the no-effect control and ±100 the full control effect
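Pol eta (10 nM) was preincubated with compounds for 15 min at room temperature, after which fluorescent replication substrate (50 nM final) was added to start the reaction. Fluorescence was read kinetically at 0 and 10 min.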
LDHA inh – inhibitors of human lactate dehydrogenase A; P00338; actives 0.15% (n = 480,000); activity change, % (values are at about 110 or 230 µM); AID 1347041; purified LDHA, NADH/diaphorase-resazurin fluorescence; hits give low values; in the data active means activity change below about -30%; inconclusive means mostly about -25% to -30%;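 further: plate controls were DMSO wells for no effect and wells without enzyme for full effect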
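Human LDH5 at 2 nM final in Tris HCl pH 7.4 with 0.06 mM NADH and 0.2 mM pyruvate, reacted 5 minutes at room temperature. Remaining NADH coupled via diaphorase/resazurin; resorufin fluorescence read at 0 and 20 minutes, normalized to enzyme-free and DMSO wells.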
RGS4 inhibitor – blocks human RGS4-accelerated GTP hydrolysis; AID 504845; actives 0.039% (n = 390,000); Potency, µM (doses to about 114 µM), for the others: at the top dose activity change, negative = inhibition, hits mostly inhibitors; Transcreener GDP fluorescence polarization, RGS4-accelerated GTP hydrolysis; further: potency means the concentration at half of the fitted maximal effect; on the % scale 0 is the no-effect control and ±100 the full control effect; nearly all actives have a fitted effect of over 75% in size; some results filed as inactive show a strong effect at the top dose
Target sequence (P49798 whole entry, looked up): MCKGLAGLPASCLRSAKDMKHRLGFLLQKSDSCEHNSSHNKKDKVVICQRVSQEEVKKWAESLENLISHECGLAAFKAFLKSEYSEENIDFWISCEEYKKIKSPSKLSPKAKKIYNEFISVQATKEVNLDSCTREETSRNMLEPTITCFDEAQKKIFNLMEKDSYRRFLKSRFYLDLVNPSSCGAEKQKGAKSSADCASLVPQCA
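MLSMR compounds (23 nl, pin-transferred) preincubated 10 min at room temperature with a 500nM (2x) first reagent, then RGS4 at 900nM (2x) plus Transcreener GDP mix added; fluorescence polarization (620/688 nm) read before and after 90 min at 30 °C.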
Pol beta inh – blocks human DNA polymerase beta activity; Pol beta primer extension/strand displacement, fluorescence kinetic; Potency, µM (top dose mostly 114 µM), without a hit: top-dose activity change, negative = inhibition, most hits filed as inhibitors; P06746; AID 485314; actives 1.3% (n = 340,000); further: potency means the concentration at half of the fitted maximal effect; on the % scale 0 is the no-effect control and ±100 the full control effect
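Reaction started by 50 nM substrate onto compound-treated Pol beta (10 nM, 15 min preincubation, room temperature); plates read at 0 min and 10 min. Normalized concentration-effect data fitted by four-parameter Hill equation.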
APEX1 inh – APE1 (human) endonuclease inhibition | P27695 | AID 2517 | Potency, µM (series often up to 65.8 µM), for inactives: at the highest dose activity change, negative = inhibition, most hits filed as inhibitors | recombinant APE1, TAMRA/BHQ-2 abasic DNA cleavage fluorescence | actives 0.35% (n = 350,000);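 further: potency means the concentration at half of the fitted maximal effect; plate controls were vehicle for no effect and reference inhibitor for full effect; nearly all actives have a fitted effect of over 55% in size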
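Step 1: APE1 (0.75 nM) with compound, 15 min RT. Step 2: add 50 nM fluorophore/quencher THF duplex. Step 3: three fluorescence reads 60 s apart (525/598 nm); read 3 minus read 1 = reaction progress.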
Anesthetic bind – candidate novel general anesthetic via apoferritin binding; P02791; Potency, µM (titrated, usually from 77.5 µM), inactives show top-dose activity change, negative = displacement, hits mostly inhibitors; apoferritin/1-aminoanthracene competitive binding, fluorescence; AID 485281; actives 0.074% (n = 350,000); further: potency means the concentration at half of the fitted maximal effect; on the % scale 0 is the no-effect control and ±100 the full control effect; nearly all actives have a fitted effect of over 20% in size
Target sequence (P02791 2-175 limits assumed): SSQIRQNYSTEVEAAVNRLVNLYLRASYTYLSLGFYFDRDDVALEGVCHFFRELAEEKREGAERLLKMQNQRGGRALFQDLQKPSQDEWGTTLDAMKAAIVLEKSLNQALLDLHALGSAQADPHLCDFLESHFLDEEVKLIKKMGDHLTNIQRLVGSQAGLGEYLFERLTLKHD
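Apoferritin-based anesthetic binding model; compound displacement of fluorescent 1-AMA measured as endpoint fluorescence after 10 minutes at room temperature, scaled to free-ligand and complex controls.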
Pol kappa inh – blocks human DNA polymerase kappa activity; AID 588579; Potency, µM (doses to about 107 µM), inactives show at the top dose activity, negative = inhibition, hits mostly inhibitors; actives 0.53% (n = 400,000); Q9UBT6; purified Pol kappa, fluorescent DNA synthesis assay, 10 min; further: potency means the concentration at half of the fitted maximal effect; on the % scale 0 is the no-effect control and ±100 the full control effect
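10 nM Pol kappa was preincubated with compounds for 15 min at room temperature. Reaction started with 50 nM (final) substrate. Fluorescence read kinetically at 0 and 10 min.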
Numbers without * were called inactive; ? = inconclusive; / = not tested or not shown; & = joins results of further samples; [ ] = another dose, or the depositor's remark. Unless noted, the call rests on the fitted dose curve; in most records, active means well fitted curve in the direction sought with a large enough effect; inconclusive means small, poorly fitted or top-dose-only effect, or another doubt; inactive means no such curve, though single readings can be large; an effect the other way counts as inactive or inconclusive.

entry | SMILES | ALOX12 inh | ERG Ets-DNA blk | Pol eta inh | LDHA inh | RGS4 inhibitor
1 | O=C(COC(=O)c1cccc(S(=O)(=O)N2CCOCC2)c1)Nc1ncc(Cl)cc1Cl | -5.7% | 10.3% | -15.6% | -2.6 | -5.2%
2 | O=C(Cc1nc2ccccc2[nH]1)c1ccc([N+](=O)[O-])cc1 | -9.4% | 10.0% | -14.7% | 4.0 | -18.7%
3 | [O-]c1n[n+](-c2ccc(Cl)cc2)cc2ccccc12 | -41.6% | 7.9% | -22.1% | -3.0 | ?
4 | CCOc1ccc(N(CC(=O)Nc2cccc(C)c2)S(C)(=O)=O)cc1 | ? | 6.9% | 0.2% | -3.2 | 21.9%
5 | CCc1cccc(NC(=O)CSc2n[nH]c(-c3ccccc3Cl)n2)c1 | -6.6% | 6.2% | -7.7% | 2.6 | 9.6%
6 | CC1CC1C(=O)OCC(=O)Nc1ncc(Cl)cc1Cl (centres undefined) | ? | -3.1% | 28.2µM* | 3.6 | 4.0%
7 | CCOc1ccc(-c2cc(C(=O)N3CCN(S(=O)(=O)c4cc(Cl)ccc4OC)CC3)[nH]n2)cc1 | -19.4% | 2.1% | -5.7% | 0.3 | -0.4%
8 | CC(C)Cc1nc(C#N)c(N2CCC(C(N)=O)CC2)o1 | -2.0% | -1.4% | -20.0% | -1.4 | -6.5%

entry | Pol beta inh | APEX1 inh | Anesthetic bind | Pol kappa inh
1 | / | 14.0% | / | 2.6%
2 | 22.4% | -2.3% | 0.9% | -16.7%
3 | 0.2% | 1.5% | -8.1% | 0.9%
4 | 0.3% | 3.4% | 8.3% | -15.7%
5 | -23.3% | / | -5.2% | -12.7%[60.1 µM]
6 | / | -8.7% | / | ?
7 | 35.0% | / | -2.8% | -2.4%
8 | 13.2% | -4.4% | 1.0% | -8.5%

Single values from the list:
CC(C)Cc1nc(C#N)c(N2CCC(C(N)=O)CC2)o1 @ APEX1 inh: -4.4%
CCc1cccc(NC(=O)CSc2n[nH]c(-c3ccccc3Cl)n2)c1 @ Pol kappa inh: -12.7%[60.1 µM]

(list continues)
entry | SMILES | ALOX12 inh | ERG Ets-DNA blk | Pol eta inh | LDHA inh | RGS4 inhibitor
9 | Cc1[nH][nH]c(=O)c1C(c1ccc(-c2cccc(C(=O)O)c2)o1)c1c(C)[nH][nH]c1=O | -3.9% | 11.3% | 12.6µM* | 31.6 | -20.3%
10 | CC(NC(=O)c1cc(S(=O)(=O)N2CCOCC2)cn1C)c1ccccc1 (centres undefined) | 24.7% | -1.3% | -7.8% | -2.0 | -4.4%
11 | Cc1cc(C)n(S(=O)(=O)c2ccc3ccccc3c2)n1 | -1.4% | -0.1% | -9.1% | -2.5 | -9.4%
12 | N#C[C@@H]1N(Cc2ccccc2)C(=O)[C@H]2CC3C=CC21O3 (some centres undefined) | -4.5% | -2.1% | -1.0% | 0.2 | -14.1%
13 | Cc1cc(NCCO)nc(-n2nc(C)cc2C)n1 | 2.3% | -7.5% | -17.0% | -3.6 | -3.2%
14 | COc1ccc(NC2SC(=O)N(CC(=O)O)C2=O)cc1 (centres undefined) | ? | -2.4% | 6.7% | 3.7 | 22.9%
15 | O=C(Cn1c(=O)n(-c2ccc(F)cc2)c(=O)c2sc3ccccc3c21)N1CCCC1 | -4.6% | 4.3% | -7.9% | 5.3 | 26.9%
16 | CCOC(=O)n1c(=O)n(Cc2cccc(C)c2)c2ccccc21 | 12.4% | 0.1% | -14.5% | 0.1 | ?

entry | Pol beta inh | APEX1 inh | Anesthetic bind | Pol kappa inh
9 | 20µM* | 17.8µM* | -4.7% | 89.1µM*
10 | 27.5% | 25.7% | -11.3% | -5.7%
11 | 20.6% | -0.4% | 5.0% | -13.0%
12 | / | -7.8% | / | 13.3%
13 | 3.8% | 0.2% | -4.6% | 3.8%
14 | 51.3% | -8.1% | -8.8% | 0.6%
15 | 10.7% | / | -10.4% | -1.1%
16 | 17.5% | -0.7% | ? | -1.7%

Following part:
entry | SMILES | ALOX12 inh | ERG Ets-DNA blk | Pol eta inh | LDHA inh | RGS4 inhibitor
17 | COc1ccc(Cn2c(-c3ccco3)nc3oc4ccccc4c(=O)c3c2=O)cc1 | 12.6% | 1.0% | ? | -3.2 | -0.3%
18 | CCOC(=O)c1ccccc1NC(=O)C1CSC2(C)CCC(=O)N12 (centres undefined) | ? | 5.8% | 3.9% | -7.7 | 21.2%
19 | COc1cc(CCCN2CCNC[C@@H]2c2ccccc2)cc(OC)c1OC | ? | 2.4% | 1.0% | -0.2 | 24.0%
20 | Cc1cc(C)cc(NC(=O)C2CCCN2S(=O)(=O)c2ccc3c(c2)CCCC(=O)N3)c1 (centres undefined) | -25.9% | 1.4% | -8.8% | -11.7 | -5.1%
21 | CCC(C)c1ccc(NC(=O)CN(C)CC(=O)Nc2cccc(OC)c2)cc1 (centres undefined) | 32.6% | -9.5% | -11.4% | -1.4 | 8.8%
22 | Cc1ccc(C(=O)c2ccccc2C(=O)OCC(=O)Nc2ccc(SC(F)F)cc2)cc1 | -22.0% | -15.5% | -15.0% | 0.6 | -22.8%
23 | COc1ccc(-n2cc(-c3ccccc3)[nH]c2=S)cc1 | ? | -5.5% | -7.5% | -4.5 | ?
24 | O=C(NS(=O)(=O)c1ccccc1)c1ccccc1F | 125.9% | -5.6% | 0.0% | -2.4 | -10.2%

entry | Pol beta inh | APEX1 inh | Anesthetic bind | Pol kappa inh
17 | -5.9% | -0.4% | 0.2% | -24.1%
18 | 0.7% | -7.5% | -13.0% | -7.0%
19 | / | 20.1% | / | -5.0%
20 | -25.1% | / | -10.5% | -12.2%
21 | ? | -4.8% | ? | 7.3%
22 | 1.3% | 3.7% | -14.9% | 5.5%
23 | 21.4% | 3.2% | -6.9% | -20.1%
24 | 0.0% | 7.3% | 1.4% | 2.4%

Next section
entry | SMILES | ALOX12 inh | ERG Ets-DNA blk | Pol eta inh | LDHA inh | RGS4 inhibitor
25 | Cc1cc(NC(=O)Nc2ccccc2)n(-c2ccccc2)n1 | ? | -1.5% | -6.7% | -3.4 | -10.1%
26 | CCc1ccc(NC(=O)C(=O)NCCN2CCN(S(=O)(=O)c3ccccc3)CC2)cc1 | -2.5% | -5.8% | -15.5% | -2.7 | -4.3%
27 | COc1ccccc1NS(=O)(=O)c1cc(C(=O)NCC2CCCO2)ccc1C (centres undefined) | -19.4% | 8.4% | -11.2% | -2.7 | -6.3%
28 | O=C(c1ccccc1)c1cccc(C(=O)c2ccccc2)c1 | / | 6.2% | -2.9% | 1.5 | -9.9%
29 | Cc1ccc(C(=O)OCC(=O)N(C)C2CCS(=O)(=O)C2)cc1S(=O)(=O)N1CCCCC1 (centres undefined) | ? | -4.5% | -12.9% | 0.0 | -17.8%
30 | FC(F)(F)c1cccc(NC(=S)NCc2ccc(Cl)cc2)c1 | -12.4% | 0.9% | -7.6% | -12.8 | -0.7%
31 | CN(Cc1ccccc1)C(=O)COC(=O)c1cc(S(=O)(=O)N(C)C)ccc1N1CCCC1 | -12.8% | -4.8% | -20.9% | -2.4 | -13.7%
32 | NC(=O)CCCc1nc(-c2ccccc2Cl)no1 | 11.7% | 4.0% | -12.0% | -7.1 | 4.7%

entry | Pol beta inh | APEX1 inh | Anesthetic bind | Pol kappa inh
25 | 9.0% | 0.7% | -20.6% | -12.0%
26 | 9.0% | 20.7% | 3.1% | 2.3%
27 | / | 13.1% | / | -12.0%
28 | / | -8.2% | / | -1.4%
29 | / | 12.6% | / | -9.7%
30 | 25.4% | -6.4% | 5.5% | -6.1%
31 | / | 28.4% | / | -2.4%
32 | 3.8% | -6.9% | -2.7% | 0.0%

Further entries
entry | SMILES | ALOX12 inh | ERG Ets-DNA blk | Pol eta inh | LDHA inh | RGS4 inhibitor
33 | O=c1cc(-c2ccccc2)[nH]c2nc3ccccc3n12 | -13.8% | 0.9% | -11.9% | -3.2 | -12.8%
34 | O=C1CCC[C@@H]2CC(Nc3ccc(F)cc3F)C[C@@H]3CCN1[C@H]23 (some centres undefined) | -15.9% | -9.3% | 4.4% | 2.2 | 7.1%
35 | Cc1ccc(NC(=O)c2cc(-n3cnnc3)ccc2Cl)c(C)c1 | -6.9% | -0.7% | -1.5% | -7.1 | -20.1%
36 | COc1ccc(NC(=O)CCC(=O)NCc2ccco2)c([N+](=O)[O-])c1 | 6.6% | -1.4% | -1.5% | 1.0 | 2.5%
37 | CCOC(=O)N1CCN(S(=O)(=O)c2ccc(F)c(C(=O)Nc3ccc(C(C)C)cc3)c2)CC1 | -0.9% | 11.8% | -18.0% | 3.5 | -39.5%
38 | CN(C)S(=O)(=O)c1cccc(C(=O)Nc2cc(Cl)ccc2O)c1 | ? | -0.5% | -7.3% | 0.2 | -23.7%
39 | CCn1c(=O)cc(O)c2c(=O)n(C)c(=O)n(C)c21 | 0.0% | 1.3% | -10.5% | -0.1 | -21.8%

entry | Pol beta inh | APEX1 inh | Anesthetic bind | Pol kappa inh
33 | 0.0% | 18.9% | 17.4% | -16.0%
34 | / | 23.3%&-9.0% | -4.8%[110 µM] | 8.7%&-5.1%
35 | 36.0% | 3.9% | -4.3% | -6.4%
36 | ? | 53.0%[activator] | -8.4% | 1.6%
37 | 11.8% | -5.1% | ? | 2.1%
38 | 9.1% | 6.8% | -14.6% | -20.8%
39 | 1.0% | 3.4% | -14.9% | 0.4%

Compound activity deposited in PubChem BioAssay by National Center for Advancing Translational Sciences (NCATS).

This is a subset. The share of hits here may be higher or lower than overall.
